Compound activity as filed in PubChem BioAssay.
EPAC2 ag: EPAC2 (human) agonism. EPAC2 activation, biochemical qHTS; response scale: 100% = 6.5 mM cAMP response. Potency, µM (doses to about 154 µM), for the others: at the highest dose activation, hits mostly activators. Q8WZA2. hit rate 0.079% among 360,000. AID 720711; further: potency means the concentration at half of the fitted maximal effect; nearly all actives have a fitted effect of over 50% in size
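Guanine nucleotide exchange by EPAC2 is measured as reduced fluorescence of BODIPY-GDP once it is released from 250 nM Rap1B. Plates are read kinetically for 30 min at room temperature; results are scaled to 6.5 mM cAMP.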
PI5P4Ka inh: inhibitors of human PI5P4K alpha | P48426 | PI5P4Kalpha enzyme, ADP-Glo luminescence, 60 min; stronger effect = lower value | max response, % | hit rate 1.2% among 330,000 | AID 652105; active means max response of -50% or lower; inconclusive means between -30% and -50%; inactive means -30% or higher; further: value at the top dose of about 77 µM; on the % scale 0 is the no-effect control and ±100 the full control effect
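qHTS, 1536-well: enzyme/substrate mix, compound by pin tool, 5 microM ATP final; RT 60 min; ADP-Glo reagents 1 (45 min) then 2 (30 min); luminescence.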
IL-2 act: IL-2 activation; IL-2 activation reporter assay, cell-based qHTS; stimulated with anti-CD3/CD4/CD28 beads; in transgenic mouse T cells; activation, % (series mostly up to about 46 µM); hit rate 0.065% among 360,000; AID 652025; in the data active means activation above about 50%; inconclusive means mostly about 30% to 49%; further: 0% is about no effect
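Quantitative HTS in unstimulated transgenic mouse T cells, with memory T cells as non-tolerant control and PMA/ionomycin as tolerance-bypass control. Compound pretreatment lasted 60 minutes before 18 h bead stimulation; EGFP/DsRed fluorescence read.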
PLK1 PBD block: PLK1 (human) polo-box domain binding inhibition | Potency, µM, inactives show max response, negative = inhibition, hits mostly inhibitors | Plk1 PBD binding of FITC phosphopeptide, fluorescence polarization | hit rate 2.8% among 360,000 | P53350; further: potency means the concentration at half of the fitted maximal effect; series mostly up to about 57 µM; on the % scale 0 is the no-effect control and ±100 the full control effect; nearly all actives have a fitted effect of over 65% in size
WRN helicase inh: WRN helicase (human) inhibition. Potency, µM (highest dose often 114 µM), inactives show top-dose activity change, negative = inhibition, hits mostly inhibitors. hit rate 0.46% among 360,000. WRN helicase unwinding, fluorescent forked duplex, kinetic. AID 651768. Q14191; further: potency means the concentration at half of the fitted maximal effect; on the % scale 0 is the no-effect control and ±100 the full control effect; nearly all actives have a fitted effect of over 55% in size
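WRN at 20 nM final preincubated with compound 15 min at room temperature; reaction started with 100 nM fluorophore/quencher forked duplex oligonucleotide and 2 mM ATP final. Unwinding followed kinetically by red fluorescence (ex 525, em 598 nm).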
CCT chaperon mod: changes cytosolic chaperonin activity | purified chaperonin ATPase assay, HTRF ADP detection, 30 min | activity change, % (test concentration not listed), hits read low | AID 651819 | hit rate 0.3% among 360,000; in the data active means activity change below about -30%; further: on the % scale 0 is the no-effect control and ±100 the full control effect
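First, chaperonin was dispensed at 40 nM or 20 nM final depending on batch activity. Next, compounds were pinned at 76 uM and ATP added at 10 uM. After 30 min at 37 °C, ADP detection reagents ran 30 min at ambient temperature.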
EPAC1 antagonist: antagonists of human EPAC1; EPAC1 GEF assay, Rap1b-BODIPY-GDP exchange fluorescence; Potency, µM (series often up to 115 µM), for inactives: at the top dose activity change, negative = inhibition, hits mostly inhibitors; hit rate 0.14% among 360,000; AID 720709;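 further: potency means the concentration at half of the fitted maximal effect; plate controls were vehicle for no effect and positive control for full effect; nearly all actives have a fitted effect of over 50% in size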
Target sequence (O95398 whole entry, looked up): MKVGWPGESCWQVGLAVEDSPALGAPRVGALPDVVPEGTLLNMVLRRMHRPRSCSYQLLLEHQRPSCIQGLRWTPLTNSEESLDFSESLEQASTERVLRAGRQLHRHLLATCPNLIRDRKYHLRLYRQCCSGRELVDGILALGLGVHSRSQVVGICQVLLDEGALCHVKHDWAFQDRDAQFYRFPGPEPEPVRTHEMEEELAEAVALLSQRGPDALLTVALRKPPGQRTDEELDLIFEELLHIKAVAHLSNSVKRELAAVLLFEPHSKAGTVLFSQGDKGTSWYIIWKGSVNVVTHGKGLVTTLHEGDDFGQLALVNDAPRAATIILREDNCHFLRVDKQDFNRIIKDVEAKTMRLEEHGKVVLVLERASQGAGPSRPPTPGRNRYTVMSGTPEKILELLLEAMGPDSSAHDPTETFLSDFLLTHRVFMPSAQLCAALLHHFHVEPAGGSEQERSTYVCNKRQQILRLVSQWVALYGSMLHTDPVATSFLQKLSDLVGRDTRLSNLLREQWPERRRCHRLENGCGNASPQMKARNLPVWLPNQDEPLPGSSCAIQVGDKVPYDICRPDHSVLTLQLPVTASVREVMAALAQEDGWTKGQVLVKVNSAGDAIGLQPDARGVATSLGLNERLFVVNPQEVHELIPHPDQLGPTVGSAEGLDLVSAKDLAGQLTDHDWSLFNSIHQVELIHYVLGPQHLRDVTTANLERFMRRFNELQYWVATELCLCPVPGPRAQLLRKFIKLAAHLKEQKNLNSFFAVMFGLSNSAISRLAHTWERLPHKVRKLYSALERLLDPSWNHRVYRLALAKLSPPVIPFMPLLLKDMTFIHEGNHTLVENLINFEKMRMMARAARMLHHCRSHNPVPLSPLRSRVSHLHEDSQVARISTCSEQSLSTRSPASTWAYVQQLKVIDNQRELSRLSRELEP
EPAC1 ag: activates human EPAC1 exchange factor; O95398; EPAC1 agonist qHTS, biochemical assay; response scale: 100% = response to 6.5 mM cAMP; Potency, µM (top dose mostly 154 µM), for inactives: at the top dose activation, actives largely listed as activators; hit rate 0.073% among 360,000; further: potency means the concentration at half of the fitted maximal effect; nearly all actives have a fitted effect of over 60% in size
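Compounds were pinned as a concentration titration into mixtures of EPAC1 (100 nM), BODIPY-GDP-loaded Rap1B (250 nM) and GDP (50 uM). After 5 min at room temperature, fluorescence was followed for 30 min; activity was scaled to 6.5 mM cAMP.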
* = called active by the depositor; ? = inconclusive; nt = no result given; [ ] = another dose, or the depositor's remark. Unless noted, the call rests on the fitted dose curve; in most records, active means well fitted curve in the direction sought with a large enough effect; inconclusive means small, poorly fitted or top-dose-only effect, or another doubt; inactive means no such curve, though single readings can be large; an effect the other way counts as inactive or inconclusive. The list is partial; rates above refer to the full screens.

Below each compound – EPAC2 ag	PI5P4Ka inh	IL-2 act	PLK1 PBD block	WRN helicase inh	CCT chaperon mod	EPAC1 antagonist	EPAC1 ag
> Cn1cccc1CC(=O)N/N=C\c1ccccc1
  13%	-16	0.3	-19%	0%	-1.1	-10%	3%
> COC(=O)C(NC(=O)c1ccccc1)(Nc1cc(C)cc(C)n1)C(F)(F)F (stereo unspecified)
  13%	nt	1.8	-1%	6%	2.0	-1%	2%
> COc1ccccc1NC(=O)C(NC(=O)c1ccc(C)cc1)c1ccccc1 (stereo unspecified)
  4%	8	0.5	-2%	-5%	-1.0	-7%	-3%
> Cc1cnc(C(=O)N2CCc3c([nH]c4ccccc34)C2c2ccc(F)cc2)cn1 (stereo unspecified)
  7%	2	3.9	-7%	-11%	0.1	-11%	24%
> Cc1cc(C)n(-c2cc(N3CCN(S(=O)(=O)c4ccc(Cl)cc4)CC3)ccc2[N+](=O)[O-])n1
  10%	-4	0.5	1%	-2%	-3.4	-8%	3%
> COc1cc(NC(=O)CCc2c(C)noc2C)c(Cl)cc1C(=O)O
  2%	-2	0.9	-3%	12%	0.6	20%	3%
> Cc1ccc(C(=O)CC(=O)COc2ccc(Cl)cc2)cc1
  -11%	5	-3.4	-2%	0%	-0.7	-5%	4%
> CCOc1ccc(CCNS(=O)(=O)c2cccc3nsnc23)cc1OCC
  5%	1	-3.8	-6%	-30%[57.1 µM]	-1.5	-2%	-3%
> COc1ccc(C(N)=O)cc1N
  -2%	-1	-0.6	-6%	4%	0.7	0%	0%
> CN1C(=O)C2(C(C#N)=C(N)N(c3ccc(Cl)cc3)C3=C2C(=O)CC(C)(C)C3)c2ccccc21 (stereo unspecified)
  5%	4	1.0	-9%	-3%	-1.4	-26%	4%
> CNc1nnc(SCC(=O)N2c3ccccc3NC(=O)CC2C)s1 (stereo unspecified)
  11%	1	0.0	-14%	8%	-1.5	5%	0%
> CCn1cc(CN2CCC(C(=O)Nc3cccc(-c4cccc(Cl)c4)c3)CC2)cn1
  7%	-4	-3.2	-10%	10%	-0.6	-9%	-4%
> COc1ccc(C)cc1NC(=O)C(OC(=O)CNC(=O)c1ccc(Br)cc1)c1ccccc1 (stereo unspecified)
  -3%	21	0.7	0%	-7%	-1.5	3%	3%
> Clc1cccc(CN2CCC(Cc3ccccc3)CC2)c1
  9%	nt	-2.2	-4%	11%	-2.9	6%	8%
> O=C(Nc1ccc2oc(-c3ccccc3)nc2c1)C1CCCO1 (stereo unspecified)
  -4%	-3	0.3	-1%	-23%[57.1 µM]	-0.5	34%[activator]	10%
> COC(=O)CN1C(=O)Nc2ccc(C)cc2C1c1ccccc1 (stereo unspecified)
  7%	0	0.2	-1%	4%	0.1	3%	-1%
> O=S(=O)(c1ccccc1)N(Cc1cccc(F)c1)c1ccccc1
  13%	13	-0.1	2%	-7%	0.0	-22%	-1%
> CCOc1ccc(CN(CCC#N)C(=S)NC(=O)c2ccccc2)cc1
  17%	-2	-0.2	-6%	-2%	-2.0	-2%	-4%
> COC(=O)Nc1nc2ccc(SC(C)C)cc2[nH]1
  0%	1	-0.5	-17%	1%	-2.4	-13%	-7%
> CC[C@@H](C(=O)[C@@H](C)[C@@H](O)[C@H](C)CCc1ccc(C)c(O)c1C(=O)O)[C@H]1O[C@](CC)([C@H]2CC[C@](O)(CC)[C@H](C)O2)C[C@@H]1C
  -4%	?	-0.1	?	-25%	-0.9	?	-23%
> O=C(Cn1nnc(-c2cccc(C(F)(F)F)c2)n1)NC(=O)NCc1ccco1
  9%	-10	0.0	-7%	-7%	-2.3	19%	-4%
> O=C(c1ccc(F)cc1)n1cc(C(=S)N2CCOCC2)c2ccccc21
  7%	-6	-0.1	?	-11%	1.8	-10%	18%
> COc1ccc(-c2c(C#N)c(N)nc3c2CCCCCC3)cc1OC
  4%	nt	1.0	-1%	-3%	-1.6	14%	-4%
> Cc1cc(C(=O)CSc2nc(N)cc(=O)[nH]2)c(C)n1-c1cccc(F)c1
  6%	-15	0.6	-9%	6%	-1.1	-6%	15%
> S=P(c1ccc(N2CCOCC2)cc1N1CCOCC1)(N1CCOCC1)N1CCOCC1
  5%	-28	1.2	21µM*	-14%	1.4	6%	0%
> OC(c1ccccc1)(c1nc(-c2ccc(F)c(Cl)c2)cs1)C(F)(F)F (stereo unspecified)
  7%	0	-0.5	-8%	-2%	-4.3	-22%	-13%
> c1ccc2c3n(nc2c1)CCCCO3
  1%	4	0.3	-6%	-6%	0.6	-5%	-7%
> Cc1nc2ccccc2c(=O)n1/N=C/c1cccnc1
  7%	nt	0.6	2%	-13%	1.4	-4%	2%
> CCOc1ccccc1CN1CCCC(C(=O)Nc2cccc(-n3cccn3)c2)C1 (stereo unspecified)
  5%	25	-6.1	-10%	-3%	-1.1	2%	-2%
> NC(=O)C1CCN(C(=O)c2ccc(CS(=O)(=O)c3c(Cl)cccc3Cl)o2)CC1
  5%	-1	-2.3	-21%	0%	-1.7	-21%	6%

Retrieved by compound from above:
Below each compound – EPAC2 ag	PI5P4Ka inh	IL-2 act	PLK1 PBD block	WRN helicase inh	CCT chaperon mod	EPAC1 antagonist	EPAC1 ag
> COc1ccc(-c2c(C#N)c(N)nc3c2CCCCCC3)cc1OC
  4%	nt	1.0	-1%	-3%	-1.6	14%	-4%
> NC(=O)C1CCN(C(=O)c2ccc(CS(=O)(=O)c3c(Cl)cccc3Cl)o2)CC1
  5%	-1	-2.3	-21%	0%	-1.7	-21%	6%
> c1ccc2c3n(nc2c1)CCCCO3
  1%	4	0.3	-6%	-6%	0.6	-5%	-7%

The list goes on:
Below each compound – EPAC2 ag	PI5P4Ka inh	IL-2 act	PLK1 PBD block	WRN helicase inh	CCT chaperon mod	EPAC1 antagonist	EPAC1 ag
> CCc1ccc(NC(=O)CSc2nccn(-c3ccc4c(c3)OCCO4)c2=O)cc1
  24%	-4	-4.9	-17%	-8%	2.7	11%	4%
> COc1cc(OC)cc(C(=O)NCCOc2ccccc2)c1
  -5%	-4	0.0	0%	-7%[57.1 µM]	-2.3	6%	8%
> COc1ccc(N2CCN(C(=O)CN3C(=O)NC(C)(C4CC4)C3=O)CC2)cc1 (stereo unspecified)
  7%	-6	0.6	-11%	0%	-3.9	3%	11%
> Cc1ccccc1C(=O)N1CCC(C(=O)OCc2ccccc2Cl)CC1
  1%	0	-0.2	-3%	2%	0.5	0%	-8%
> CCC(C)Nc1ccc(NC(C)CC)cc1 (stereo unspecified)
  2%	-26	-0.4	-12%	-1%	-2.6	8%	-4%
> Cc1ccc(C(=O)NCCNC(=O)CN2CCCC2)cc1
  4%	nt	-2.4	-8%	7%	-1.6	-21%	8%
> Cc1[nH]c(=O)c(C(=O)c2cc(Cl)ccc2O)cc1C(=O)O
  -2%	-2	-0.7	-6%	-11%	2.6	0%	-5%
> CCOC(=O)N1CCN(C(=O)CN(c2ccccc2OC)S(=O)(=O)c2ccc(OC)cc2)CC1
  4%	4	-0.7	-16%	-2%	-0.1	-29%	1%
> CN(CC(=O)Nc1cccc(F)c1)C(=O)CC1CCCC1
  -13%	3	-4.6	-1%	-12%	-1.4	-19%	2%
> CCc1cc(C(=O)Nc2nc(-c3ccccn3)cs2)sc1C
  10%	?	-0.1	?	9%	-2.2	-10%	-13%
> CCN(CC(=O)Nc1ccc2c(c1)OCCO2)C(=O)COc1ccc(C(C)=O)cc1
  5%	0	1.2	1%	1%	-1.4	4%	5%
> COc1ccc(-c2cc3c(=O)n(CC(=O)NCc4ccccc4F)ncn3n2)cc1
  0%	1	-0.9	-3%	9%	-0.8	2%	-3%
> CCOC(=O)Cn1cnc2c(sc3nc(C)cc(C)c32)c1=O
  4%	0	-0.3	6%	-2%	2.4	6%	2%
> CCCCCCC(=O)Nc1ccc(Br)cn1
  -5%	5	-0.3	1%	-2%	-1.6	11%	6%
> Cc1cccc(NS(=O)(=O)c2cccc(C(=O)N3CCCCCC3)c2)c1
  -1%	-1	-0.1	-12%	-5%	0.0	8%	2%
> COc1ccc(N2C(=NC(=O)c3ccccc3)SC3CS(=O)(=O)CC32)cc1 (stereo unspecified)
  2%	1	-0.5	-19%	6%[57.1 µM]	-1.7	?	-1%
> O=C1CCCC2=C1C(c1cccs1)n1ncnc1N2 (stereo unspecified)
  -2%	nt	-1.2	0%	1%	-1.2	22%	-2%
> CCOC(=O)c1[nH]c2ccc(OC)cc2c1NC(=O)c1nonc1C
  0%	-5	-0.4	-14%	3%	-2.0	3%	0%
> Cn1c2ccccc2c2ncn(Cc3ccco3)c(=O)c21
  -11%	nt	0.2	-2%	1%	-1.3	-2%	-1%
> COC(=O)c1cc(COC(=O)c2nc3nc(C)cc(C)n3n2)oc1C
  11%	-1	-3.1	-8%	-10%	-1.9	-12%	6%
> COC(=O)c1cccc(/C=N/NC(N)=S)c1O
  9%	-5	0.0	-13%	-2%	1.2	3%	10%
> CC12CCC(C(=O)O)(c3nc4cc([N+](=O)[O-])ccc4nc31)C2(C)C (stereo unspecified)
  1%	-21	-0.9	-13%	-4%	-2.2	7%	8%
> CCOc1ccc(S(=O)(=O)N2CCCCC2)cc1NC(=O)c1c(CC)noc1C
  4%	-1	0.9	3%	-10%	-0.7	-22%	3%
> CSc1ncccc1C(=O)Nc1ncc(C)s1
  7%	-3	0.9	1%	8%	0.7	10%	6%
> Cc1ccc(-c2ccc(CCC(=O)O)n2CC(=O)O)cc1
  1%	nt	?	-15%	-24%	0.8	7%	9%
> O=C(NCCSc1ccccc1)c1ccc(Br)cc1
  7%	-1	4.5	3%	-15%[57.1 µM]	0.6	-2%	0%
> CCCCn1c(=O)c(CCC(=O)OCC(=O)Nc2ccc(F)c(Cl)c2)nc2ccccc21
  -2%	14	-2.2	1%	-2%	3.2	4%	-3%
> CC(C)Cn1cnc2c(SCc3ccc(Cl)cc3)nc(N)nc21
  -1%	-2	-3.7	1%	-2%	-1.1	-7%	3%
> CCC(Sc1ncnc2sc(C)c(C)c12)C(=O)OC (stereo unspecified)
  10%	-19	-2.1	-26%	-10%[57.1 µM]	-0.9	-9%	-2%
> CC(C)c1ccc(Nc2nc(Cl)nc(Cl)n2)cc1
  -3%	0	1.6	-9%	-3%	-2.1	-15%	20%
> Cc1cc(C(=O)NCc2ccco2)c2ccccc2n1
  6%	-6	-1.7	-5%	-27%	-1.5	?	-13%
> O=c1oc(-c2ccccc2F)nc2scc(-c3ccccc3)c12
  -2%	5	-3.5	-8%	-4%	0.0	12%	7%
> CC(Oc1ccc(F)cc1)C(=O)N1CCN(c2ncccn2)CC1 (stereo unspecified)
  9%	?	-1.8	-5%	3%	-2.0	7%	-1%
